# FLuc counter: qHTS profiling assay for firefly luciferase inhibitor/activator using purifed enzyme and Km concentrations of substrates (counterscreen for miR-21 project). Potency, µM (titrated, usually from 57.5 µM), for the others: at the highest dose activity change, negative = inhibition, most hits filed as inhibitors. 360,000 compounds, 6.9% hits. purified FLuc, Km substrates, luminescence inhibition. Luciferin 4-monooxygenase (Photinus pyralis), P08659;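 note: plate controls were vehicle for no effect and reference inhibitor for full effect; nearly all actives have a fitted effect of over 55% in size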
# Target sequence (P08659 whole entry, looked up): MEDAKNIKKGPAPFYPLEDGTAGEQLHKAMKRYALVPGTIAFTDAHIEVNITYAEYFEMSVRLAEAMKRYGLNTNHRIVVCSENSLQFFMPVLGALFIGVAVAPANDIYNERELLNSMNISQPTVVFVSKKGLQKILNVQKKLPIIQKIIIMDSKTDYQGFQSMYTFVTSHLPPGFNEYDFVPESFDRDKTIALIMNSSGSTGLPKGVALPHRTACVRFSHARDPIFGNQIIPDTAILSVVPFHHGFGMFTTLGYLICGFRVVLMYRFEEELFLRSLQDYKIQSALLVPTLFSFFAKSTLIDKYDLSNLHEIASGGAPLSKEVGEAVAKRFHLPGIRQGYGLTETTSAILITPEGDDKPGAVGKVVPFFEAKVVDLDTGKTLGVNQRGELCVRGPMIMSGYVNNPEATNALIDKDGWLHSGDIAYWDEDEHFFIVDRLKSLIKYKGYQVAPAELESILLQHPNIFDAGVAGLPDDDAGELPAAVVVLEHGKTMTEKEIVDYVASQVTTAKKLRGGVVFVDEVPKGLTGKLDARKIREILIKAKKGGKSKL
#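 Biochemical qHTS of compounds, final roughly 60 µM downward over six points, against 10 nM purified firefly luciferase using Km concentrations of substrates (10 uM D-luciferin, 10 uM ATP) in Tris acetate pH 7.5 buffer; luminescence output.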
# p53 reactivator: qHTS assay for re-activators of p53 using a Luc reporter; 320,000 compounds, 0.063% hits; Potency, µM (doses to about 92.2 µM), inactives show at the highest dose activity change, positive = activation, usual class: activators; AID 504706, 2011; H1299 p53-A138V BP100-luciferase reporter, luminescence, 24 h; note: % of control where 0% means no effect; nearly all actives have a fitted effect of over 45% in size
#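 p53-null H1299 cells stably carrying temperature-sensitive p53-A138V and a BP100-luciferase reporter were pinned with compounds (4-point, 1:5 series) and held 24 hrs at 37 deg C. Luminescence was read 10 min after detection reagent.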
# MBNL1 CUG block: qHTS Assay for Inhibitors of MBNL1-poly(CUG) RNA binding; Muscleblind-like protein 1 (Homo sapiens), Q9NR56; TR-FRET MBNL1-His/biotin-(CUG)12 binding, 665/545 ratio; Potency, µM (doses to about 57.5 µM), without a hit: top-dose activity change, negative = inhibition, most hits filed as inhibitors; 280,000 compounds, 0.036% hits; AID 2675, 2010; active = well fitted inhibition curve with a large enough effect in the signal ratio, with a control signal flat, not every such curve was filed as active; inconclusive = small, poorly fitted or top-dose-only effect, or effect the other way, or a change in a side signal; inactive = no such curve, though single readings can be large or run the other way; the % refers to the signal ratio; note: % is set by controls: 0 for no effect and ±100 for the full control effect
#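 MBNL1-His + Biotin-(CUG)12, cpd titration 92 nM–58 uM; Tb anti-His Ab 0.055 ng/ul, SA-XL665 5 nM (final); 60 min RT; ratiometric 665/545 nm, Ex 340 nm; normalized to buffer and full-complex controls.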
# ELG1 genotox: qHTS screen for small molecules that induce genotoxicity in human embryonic kidney (HEK293T) cells expressing luciferase-tagged ELG1; HEK293T ELG1-luciferase reporter, luminescence, 16 h; 330,000 compounds, 1.3% hits; Potency, µM (doses to about 46 µM), for inactives: at the highest dose activity change, positive = activation, usual class: activators; AID 504466, 2011; note: % of control where 0% means no effect; nearly all actives have a fitted effect of over 60% in size
#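 Genotoxic stress is detected as increased luminescence from luciferase-tagged ELG1 in HEK293T cells, measured with ONE-Glo after a 16 hr treatment at 37 °C.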
# RORgamma inh: qHTS for inhibitors of ROR gamma transcriptional activity. Nuclear receptor ROR-gamma (Mus musculus), P51450. Drosophila S2 Gal4-RORgamma UAS-luciferase reporter, 20 h. Potency, µM (doses to about 53.6 µM), inactives show at the highest dose activity change, negative = inhibition, actives largely listed as inhibitors. 310,000 compounds, 5.4% hits; note: % is set by controls: 0 for no effect and ±100 for the full control effect; nearly all actives have a fitted effect of over 60% in size
# Target sequence (P51450 whole entry, looked up, the tested form may be a part): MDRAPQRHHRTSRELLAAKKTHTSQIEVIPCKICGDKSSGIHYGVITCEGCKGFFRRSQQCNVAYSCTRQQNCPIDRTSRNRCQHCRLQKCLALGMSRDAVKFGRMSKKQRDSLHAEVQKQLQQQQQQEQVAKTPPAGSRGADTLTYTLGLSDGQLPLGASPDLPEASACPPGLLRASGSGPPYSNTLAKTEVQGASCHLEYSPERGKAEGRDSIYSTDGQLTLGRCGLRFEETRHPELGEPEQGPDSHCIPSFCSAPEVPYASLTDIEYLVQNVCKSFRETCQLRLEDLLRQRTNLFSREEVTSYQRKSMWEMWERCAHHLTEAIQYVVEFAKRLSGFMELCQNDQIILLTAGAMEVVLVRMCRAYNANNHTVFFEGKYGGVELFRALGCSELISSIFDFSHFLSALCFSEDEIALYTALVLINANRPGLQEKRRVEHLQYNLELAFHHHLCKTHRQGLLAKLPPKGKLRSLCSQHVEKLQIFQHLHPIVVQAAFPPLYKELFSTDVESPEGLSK
#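 Stably transfected Drosophila Schneider cells are the test system, with ROR gamma fused to Gal4 and luciferase under UAS control; luminescence is read after 20 hr of 700 uM copper sulfate induction at ambient temperature.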
# NPC1 promoter act: qHTS Assay for NPC1 Promoter Activators; 320,000 compounds, 2.4% hits; Potency, µM (titrated, usually from 9.22 µM), inactives show at the highest dose activation, actives largely listed as activators; Huh7 NPC1 promoter luciferase reporter, 24 h;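 note: % of control where 0% means no effect; nearly all actives have a fitted effect of over 60% in size; reporter is driven by a mutant NPC1 promoter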
#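 Huh7 reporter cells (NPC1 promoter driving luciferase) are dosed with compound for 24 h at 37 °C, 5% CO2; luciferase detection reagent is then added and luminescence measured after 10 min at ambient temperature.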
# Rab9 prom act: qHTS Assay for Rab9 Promoter Activators. Potency, µM (top dose mostly 9.22 µM), for inactives: top-dose activation, negative = inhibition, actives largely listed as activators. 320,000 compounds, 2.8% hits. Huh7 Rab9 promoter-luciferase reporter, luminescence, 24 h; note: % of control where 0% means no effect; nearly all actives have a fitted effect of over 60% in size
#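 Stable Rab9-luc Huh7, 1500 cells/well, 2 h settle; cmpd in DMSO, 24 h, 37 °C/5% CO2; luciferase reagent 10 min RT; luminescence.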
# Gal4-VP16 FLuc: VP16 counterscreen qHTS for inhibitors of ROR gamma transcriptional activity; Drosophila S2 Gal4-VP16 UAS-luciferase, luminescence, 20 h; Potency, µM (doses to about 53.6 µM), inactives show at the top dose activity, negative = inhibition, actives largely listed as inhibitors; 310,000 compounds, 3.5% hits;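 note: Gal4-VP16 expression switched on by copper sulfate through the metallothionein promoter; % is set by controls: 0 for no effect and ±100 for the full control effect; nearly all actives have a fitted effect of over 50% in size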
# BRCA1 expr act: qHTS Assay to Identify Small Molecule Activators of BRCA1 Expression. 380,000 compounds, 1.1% hits. Potency, µM (top dose mostly 46.1 µM), for the others: at the top dose activation, hits mostly activators. AID 624202, 2012. MCF7-BRCA1-FFLuc reporter, luminescence, 48 h; response scale: scaled: vehicle 0%, 10 µM genistein 100%; note: nearly all actives have a fitted effect of over 80% in size; some results filed as inactive show a strong effect at the top dose
#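 MCF7-BRCA1-FFLuc, 2000 cells/well; 2 h attach, 37 °C/5% CO2; compound 48 h; luciferase substrate 15 min; luminescence end-point. Norm. to genistein 10 microM max activation and DMSO; concentration-response curves fitted.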
# uPA surface inh: qHTS for Inhibitors of Cell Surface uPA Generation; cell surface uPA generation assay, qHTS; Potency, µM (top dose mostly 38.3 µM), for inactives: at the highest dose activity change, negative = inhibition, usual class: inhibitors; 330,000 compounds, 0.31% hits; AID 540303, 2011; active = well fitted inhibition curve with a large enough effect; inconclusive = small, poorly fitted or top-dose-only effect; inactive = no such curve, though single readings can be large or run the other way; tested in mouse RAW 264.7 cells; note: % is set by controls: 0 for no effect and ±100 for the full control effect; nearly all actives have a fitted effect of over 55% in size
# * = called active by the depositor; ? = inconclusive; . = no result given; [ ] = remark or other dose. Unless noted, calls come from the whole dose curve; as a rule, active = well fitted curve in the direction sought with a large enough effect; inconclusive = small, poorly fitted or top-dose-only effect, or another doubt; inactive = no such curve, though single readings can be large; an effect the other way counts as inactive or inconclusive. Potency is the fitted concentration of half-maximal effect.
SMILES,FLuc counter,p53 reactivator,MBNL1 CUG block,ELG1 genotox,RORgamma inh,NPC1 promoter act,Rab9 prom act,Gal4-VP16 FLuc,BRCA1 expr act,uPA surface inh
CNc1c(NS(=O)(=O)c2ccc(Cl)cc2)c(=O)oc2ccccc12,0%,-1%,1%,2%,-2%,-2%,-1%,-17%,14%,1%
CCN1CCN(C(=O)CSCc2nc(-c3ccc(OC)c(OC)c3)oc2C)CC1,-1%,2%,-12%,6%,-19%,-2%,5%,11%,2%,-3%
Oc1ccccc1N1CCN(c2ccc3ccccc3n2)CC1,5.4µM*,?,3%,?,2%,1.3µM*,0.4µM*,4%,?,6%
COc1cccc(/C=N/n2c(COc3ccccc3)n[nH]c2=S)c1OC,0%,1%,-3%,0%,20µM*,0%,0%,?,-19%,6%
CCOCCN1CCN(C(=O)CN2CCCC2=O)CC1,5%,5%,-2%,0%,-16%,0%,0%,-9%,-13%,-3%
O=C(c1ccccc1)N1CCc2ccccc21,1%,5%,-1%,0%,-7%,-2%,12%,?,13%,-2%
O=C(Nc1cccc(O)c1)c1cccc(S(=O)(=O)N2CCCCCC2)c1,?,21%,-2%,7%,0%,3%,-5%,23%,-23%,-1%
Cc1ccc(N(CC(=O)NCc2ccccc2)C(=O)CCC(=O)Nc2nccs2)cc1,2%,-3%,-5%,-10%,1%,-5%,3%,-2%,-8%,-2%
COC(=O)c1ccc(-c2noc(CN3C[C@H]4CC[C@H]3C4)n2)cc1,21µM*,8%,-9%,?,29%,?,?,7%,33%,14%
COc1cc(CCN2C(=O)c3cccc4cccc(c34)C2=O)c(S(=O)(=O)NCCO)cc1OC,13µM*,-5%,?,0%,?,3%,1%,-6%,16%,-2%
O=C(c1cccs1)N1CCN(c2ccc(Cl)cc2)CC1,-14%,.,0%,3%,.,17%,17%,.,72%,1%
S=C(NCc1ccccc1)N1CCN(C(=S)NCc2ccccc2)CC1,6%,1%,.,4%,.,-1%,0%,.,-4%,6%
Cc1cc2nc(SCC(=O)N(C)C)c3c(c2cc1C)CCCC3,?,-12%,6%,-1%,?,0%,7%,-1%,-3%,-3%
NC(=O)CCC(NS(=O)(=O)c1ccc(Cl)cc1)C(=O)NCC1CCCCC1 (stereo not given),3%,-2%,6%,-3%,40%,-4%,3%,3%,-17%,0%
COc1ccc(NC(=O)Cn2nnc(C(=O)NCc3ccc(C)cc3)c2N)cc1OC,0%,-12%,-21%,9%,-24%,0%,-1%,-5%,-4%,4%
CC(C)CNC(=O)COC(=O)CCC(=O)c1ccc(Cl)cc1,7%,0%,.,-1%,-20%,6%,1%,-5%,0%,4%
Cc1nc2ccc(-n3ccc(=O)cc3)cc2s1,-1%,8%,-5%,11%,-32%,-2%,-2%,6%,-1%,-6%
COc1ccc(C(=O)NC2CCCc3ccccc32)cc1Br (stereo not given),-17%,-5%,-2%,-4%,2%,-1%,6%,3%,-44%,-23%
CCCS(=O)(=O)N1CCCC(c2nc(-c3cccc(OC)c3)no2)C1 (stereo not given),-20%,18%,3%,5%,23%,7%,24%,10%,14%,7%
Cc1oncc1-c1cn2ccccc2n1,0%,5%,-4%,9%,20%,1%,-1%,-2%,11%,-1%
O=C(O/N=C(/c1ccccc1)c1ccncc1)c1ccccc1[N+](=O)[O-],-3%,-2%,?,-3%,-4%,-6%,-1%,-2%,-18%,-4%
COc1cc(CNC(C)c2ccccc2)cc(Br)c1OCc1ccccc1 (stereo not given),1%,-17%,1%,-7%,?,-1%,9%,?,-64%,0%
Cc1ccc(C2CC(=O)NC(SCCC(C)C)=C2C#N)cc1 (stereo not given),0%,-4%,-5%,-1%,-18%,0%,-3%,5%,0%,13%
Cc1cccc(N2C(=S)N=C(Nc3c(C)cccc3C)C23CCOC(C)(C)C3)c1 (stereo not given),-1%,0%,-6%,3%,7%,-6%,-15%,-7%,-11%,2%
COc1ccc(C(CNC(=O)COc2ccc(Cl)cc2C)N2CCCCC2)cc1 (stereo not given),1%,0%,2%,-2%,-18%,6%,-1%,?,10%,7%
COc1ccc(OC)c(NC(=O)CSc2nnc(CNC(=O)c3ccco3)o2)c1,9%,-1%,-3%,-2%,-5%,1%,-5%,-5%,4%,2%
C=C(C)C(=O)OCC(C)C,-2%,8%,.,2%,-1%,-1%,2%,-1%,4%,12%
C=CCSc1nnc(CSc2nc3sc4c(c3c(=O)[nH]2)CCCC4)n1-c1ccccc1,-9%,11%,7%,-7%,?,-5%,0%,-12%,-19%,0%
O=C(c1ccccc1)c1ccccc1NC(=O)C1CCCN1Cc1ccccc1 (stereo not given),-2%,-2%,-2%,-7%,7%,-4%,-10%,-4%,-2%,-4%
CCN(CC)Cc1c(C(=O)N/N=C/c2ccncc2)nnn1-c1nonc1N,7%,-31%[inhibitor],?,0%,6%,0%,0%,2%,-22%,26%
Cn1ncc2cc(NC(=S)NC(=O)c3ccccc3)ccc21,12µM*,12%,-8%,9%,10µM*,2µM*,2µM*,?,?,-1%
CCC(C)NC(=O)CN(c1cc(C)cc(C)c1)S(=O)(=O)c1c(C)[nH]c(=O)[nH]c1=O (stereo not given),-1%,-3%,-10%,1%,-20%,2%,3%,3%,5%,-8%
Cc1cc(C)c(OCCN(C)Cc2ccccc2)c(Br)c1,-9%,-7%,-3%,-5%,0%,-2%,-18%,4%[10 µM],-4%,11%
O=C1c2cccc3cccc(c23)C(=O)N1Cc1ccco1,-1%,-3%,8%,1%,-13%,0%,-6%,-6%,0%,-5%
Cc1c2n(c3ccccc13)CCC2=O,-7%,-5%,18%,0%,-4%,-4%,-11%,8%,20%,-4%
O=C(C1CCCN(S(=O)(=O)c2cc(Cl)ccc2Cl)C1)N1CCCC1 (stereo not given),5%,5%,-2%,-10%,-18%,-5%,-13%,-2%,-28%,-6%
COC(=O)c1ccc(NC(=O)CN2C(=O)NC3(CCC(C)CC3)C2=O)cc1 (stereo not given),.,-4%,.,0%,.,.,.,.,0%,-8%
COc1cc(/C=C/C(=O)N(Cc2ccccc2)c2ccccn2)cc(OC)c1OC,4%,-1%,-2%,-2%,15%,1%,7%,-3%,-7%,-1%
CC(C)(C)c1ccc(/C=C/C(=O)NC2=NCCS2)cc1,0.76µM*,11%,-3%,?,2.8µM*,0.5µM*,0.4µM*,4.5µM*,?,2%
COc1ccc(C)cc1N(CC(=O)N1CCCCCC1)S(C)(=O)=O,-2%,5%,2%,0%,9%,-4%,6%,-6%,-1%,1%
O=C(CNCc1ccc(Cl)cc1)Nc1ccc(C(=O)N2CCCCCC2)cc1,2%,-6%,-1%,-1%,44%,0%,5%,-3%,-12%,3%
CC(=O)Oc1cc(O)c2c(c1)OC(c1ccc(OC(C)=O)c(OC(C)=O)c1)C(OC(C)=O)C2=O (stereo not given),6%,0%,-2%,1%,-9%,-4%,-1%,2%,0%,-4%

# Retrieved by structure from the entries so far (six):
SMILES,FLuc counter,p53 reactivator,MBNL1 CUG block,ELG1 genotox,RORgamma inh,NPC1 promoter act,Rab9 prom act,Gal4-VP16 FLuc,BRCA1 expr act,uPA surface inh
O=C(O/N=C(/c1ccccc1)c1ccncc1)c1ccccc1[N+](=O)[O-],-3%,-2%,?,-3%,-4%,-6%,-1%,-2%,-18%,-4%
CCN(CC)Cc1c(C(=O)N/N=C/c2ccncc2)nnn1-c1nonc1N,7%,-31%[inhibitor],?,0%,6%,0%,0%,2%,-22%,26%
CCCS(=O)(=O)N1CCCC(c2nc(-c3cccc(OC)c3)no2)C1 (stereo not given),-20%,18%,3%,5%,23%,7%,24%,10%,14%,7%
COc1cc(CCN2C(=O)c3cccc4cccc(c34)C2=O)c(S(=O)(=O)NCCO)cc1OC,13µM*,-5%,?,0%,?,3%,1%,-6%,16%,-2%
O=C(c1ccccc1)c1ccccc1NC(=O)C1CCCN1Cc1ccccc1 (stereo not given),-2%,-2%,-2%,-7%,7%,-4%,-10%,-4%,-2%,-4%
Cc1cc(C)c(OCCN(C)Cc2ccccc2)c(Br)c1,-9%,-7%,-3%,-5%,0%,-2%,-18%,4%[10 µM],-4%,11%
